Assay outcomes: PubChem BioAssay, National Center for Advancing Translational Sciences (NCATS)
Menin-MLL TR inh: inhibitors of human menin-MLL interaction, mutant MLL peptide | O00255 | Menin + Texas Red MLL mutant peptide, fluorescence polarization | Potency, µM (top dose mostly 61.6 µM), without a hit: at the highest dose FP activity change, negative = inhibition, hits mostly inhibitors | 0.23% of 270,000 active; active means well fitted inhibition curve with a large enough effect in the polarisation, with a control signal flat, not every such curve was filed as active; inconclusive means small, poorly fitted or top-dose-only effect, or effect the other way, or a change in a side signal; inactive means no such curve, though single readings can be large or run the other way; the % refers to the polarisation; further: potency means the concentration at half of the fitted maximal effect; % of control where 0% means no effect; many of its hits are not listed in these tables
USP2a inh: inhibitors of human ubiquitin-specific protease USP2a. Potency, µM (series often up to 38.3 µM), without a hit: top-dose activity change, negative = inhibition, most hits filed as inhibitors. 0.01% of 330,000 active. USP2 core, Ub-CHOP2 coupled fluorogenic reporter, 485/531. O75604;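 further: potency means the concentration at half of the fitted maximal effect; plate controls were DMSO wells for no effect and full inhibition by NEM control for full effect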
Target sequence (O75604 whole entry, looked up): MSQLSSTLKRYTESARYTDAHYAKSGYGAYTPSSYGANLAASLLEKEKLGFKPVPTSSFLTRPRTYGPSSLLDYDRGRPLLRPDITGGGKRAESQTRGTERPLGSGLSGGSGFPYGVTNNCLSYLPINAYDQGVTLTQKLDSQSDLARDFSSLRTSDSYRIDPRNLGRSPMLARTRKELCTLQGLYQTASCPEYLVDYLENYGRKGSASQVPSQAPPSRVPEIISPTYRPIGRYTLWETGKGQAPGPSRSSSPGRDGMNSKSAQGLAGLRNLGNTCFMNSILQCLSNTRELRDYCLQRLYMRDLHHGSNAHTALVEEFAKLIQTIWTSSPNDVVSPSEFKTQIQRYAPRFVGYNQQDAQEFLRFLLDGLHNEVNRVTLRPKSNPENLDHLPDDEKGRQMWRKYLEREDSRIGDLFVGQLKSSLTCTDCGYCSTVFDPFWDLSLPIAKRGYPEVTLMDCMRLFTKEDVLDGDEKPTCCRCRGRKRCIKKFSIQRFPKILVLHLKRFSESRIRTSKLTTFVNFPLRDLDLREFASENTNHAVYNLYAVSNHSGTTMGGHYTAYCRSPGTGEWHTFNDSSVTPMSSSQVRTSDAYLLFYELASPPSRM
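Deubiquitinase activity read as fluorescence (485/531 nm) after Ub-CHOP2 cleavage activates the enterokinase reporter on its substrate; USP2 core 10nM, Ub-CHOP2 and substrate 25nM each, 30min compound preincubation then 60min RT; data normalized to NEM, curves fitted.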
PKM2 act: PKM2 (human) enzyme activation | purified PKM2, Kinase-Glo ATP luminescence, activation; response scale: 0% is enzyme alone, no compound | Potency, µM (top dose mostly 57.5 µM), inactives show top-dose activation, most hits filed as activators | 0.34% of 260,000 active; further: potency means the concentration at half of the fitted maximal effect; on the % scale 0 is the no-effect control and ±100 the full control effect; nearly all actives have a fitted effect of over 55% in size
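Purified hPK-M2 (>95%) run at intermediate activity with 0.1 mM ADP and 0.5 mM PEP in 50 mM imidazole pH 7.2, KCl, MgCl2; 1 h room temperature. ATP formed read by Kinase-Glo luminescence; normalized to uninhibited and no-enzyme controls.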
KCNH2 3.1 block: blocks the human KCNH2 3.1 channel isoform | U2OS KCNH2 3.1, thallium flux FluxOr; stronger effect = lower value | 0.95% of 340,000 active | activity change, % (tested at about 1.8 µM) | AID 720553;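 active means maximum activity change below -70%; inconclusive means maximum activity change from -70% to -50%; inactive means maximum activity change above -50%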;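 further: thallium influx rate constant from kinetic fluorescence after stimulation buffer; on the % scale 0 is the no-effect control and ±100 the full control effect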
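We transduce U2OS cells with the mutant 3.1 virus, culture them overnight, load FluxOr with Red40 quencher for 45 min, then add stimulation buffer and read kinetically for 2 min to derive a normalized rate constant.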
FBPA coupling cs: counter-screen for Giardia aldolase inhibitors: coupling enzyme system; coupling enzyme system counterscreen, AmpLite Red fluorescence; activity change, negative = inhibition, % at 58.2 µM, hits read low; 0.67% of 290,000 active; in the data active means activity change below about -30%; further: on the % scale 0 is the no-effect control and ±100 the full control effect
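Final compound at 57.5 uM, incubated 10 min at RT with coupling enzyme reagent (glyceraldehyde-3-phosphate), then 20 min with substrate and AmpLite Red detection. Fluorescence read at 525/598 nm; tests interference with the coupling assay, not aldolase inhibition.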
TRPV1 agonist: human TRPV1 agonism | AID 540275 | activation, % at 8.33 µM | 0.19% of 320,000 active | Q8NER1 | TRPV1-expressing cells, Fluo-8 calcium influx, agonist mode; in the data active means activation above about 80%; inconclusive means between about 30% and that limit; further: 0% is about no effect
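Fluo-8 calcium influx in TRPV1-expressing cells, kinetic read (ex 480/em 520 nm). Compound added and read 3 min for agonist activity, followed by capsaicin at EC20 final and 2 min further read for enhancement.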
CXXC DNA block: blocks binding of human MLL CXXC domain to DNA; Q03164; MLL-CXXC / FITC-HOXA9 DNA fluorescence polarization; Potency, µM (top dose mostly 115 µM), for the others: at the top dose activity change, negative = inhibition, usual class: inhibitors; 0.037% of 290,000 active; AID 2662; active means well fitted inhibition curve with a large enough effect in the polarisation, with a control signal flat, not every such curve was filed as active; inconclusive means small, poorly fitted or top-dose-only effect, or effect the other way, or a change in a side signal; inactive means no such curve, though single readings can be large or run the other way; the % refers to the polarisation; further: potency means the concentration at half of the fitted maximal effect
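Purified MLL-CXXC (added from a 7 uM solution) was preincubated 5 min at ambient with pinned compounds in 50 mM Tris-HCl pH 7.5, 50 mM NaCl, 1 mM DTT, 0.05% BSA. Fluorescein-labeled HOX-A9 DNA (50 nM solution) followed, 30 min, then polarization read.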
B2AR arrestin: agonists driving beta-arrestin recruitment to human beta2-adrenergic receptor; Potency, µM (doses to about 46.1 µM), for the others: at the top dose activation, most hits filed as activators; P07550; beta-arrestin recruitment to beta2AR, cell-based reporter; 0.02% of 330,000 active; AID 492947;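 further: potency means the concentration at half of the fitted maximal effect; 0% = DMSO controls and full agonism = EC100 isoproterenol or metaproterenol; nearly all actives have a fitted effect of over 65% in size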
hERG WT inh: blocks the wildtype human KCNH2 potassium channel | U2OS, BacMam KCNH2, thallium flux FluxOr; stronger effect = lower value | activity change, % at 1.84 µM | 0.37% of 340,000 active;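 active means maximum activity change below -70%; inconclusive means maximum activity change between -70% and -50%; inactive means maximum activity change above -50%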; further: on the % scale 0 is the no-effect control and ±100 the full control effect
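U2OS cells transduced with wild-type KCNH2 virus are loaded with FluxOr dye for 45 min, and thallium flux is measured in kinetic reads before and after stimulation buffer. Rate constants are normalized to DMSO controls.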
GALK inh: blocks human galactokinase activity; P51570; Purified GALK, Kinase-Glo residual ATP luminescence; 0.007% of 270,000 active; Potency, µM (highest dose often 57.5 µM), for the others: at the highest dose activity change, negative = inhibition, usual class: inhibitors; further: potency means the concentration at half of the fitted maximal effect; on the % scale 0 is the no-effect control and ±100 the full control effect
Target sequence (P51570 whole entry, looked up): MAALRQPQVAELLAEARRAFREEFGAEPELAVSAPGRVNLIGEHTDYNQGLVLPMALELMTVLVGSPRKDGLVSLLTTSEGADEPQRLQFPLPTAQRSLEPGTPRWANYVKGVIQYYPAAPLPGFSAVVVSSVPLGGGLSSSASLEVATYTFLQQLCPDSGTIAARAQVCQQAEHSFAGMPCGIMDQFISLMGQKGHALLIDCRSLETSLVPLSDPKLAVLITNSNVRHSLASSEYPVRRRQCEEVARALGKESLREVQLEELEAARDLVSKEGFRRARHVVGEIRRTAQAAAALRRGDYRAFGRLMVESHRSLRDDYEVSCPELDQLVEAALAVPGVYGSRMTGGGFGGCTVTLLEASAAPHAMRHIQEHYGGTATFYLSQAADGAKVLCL
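Quantitative HTS: GALK 5 nM, ATP 35 uM, galactose 100 uM, 1 h room temperature, then luciferase-based ATP detection.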
Giardia kill: kills Giardia lamblia. Giardia lamblia trophozoite viability. activity change, % at 7.66 µM, hits read low. 0.15% of 340,000 active; in the data active means activity change below about -80%; inconclusive means between about -30% and that limit;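 further: parasites exposed to compound for two days anaerobically before the ATP read; on the % scale 0 is the no-effect control and ±100 the full control effect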
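Luminescent ATP signal served as the viability read-out, measured 15-30 min after adding ATP detection reagent to trophozoites that had been incubated with compounds for 48 hrs at 37 deg C anaerobically at 100 cells/well.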
* = called active by the depositor; ? = inconclusive; . = no result given; [ ] = another dose, or the depositor's remark. Unless noted, the call rests on the fitted dose curve; in most records, active means well fitted curve in the direction sought with a large enough effect; inconclusive means small, poorly fitted or top-dose-only effect, or another doubt; inactive means no such curve, though single readings can be large; an effect the other way counts as inactive or inconclusive. Some of the compounds tested; count on the stated rates, not on these rows.

Preview (two entries):
SMILES,Menin-MLL TR inh,USP2a inh,PKM2 act,KCNH2 3.1 block,FBPA coupling cs,TRPV1 agonist,CXXC DNA block,B2AR arrestin,hERG WT inh,GALK inh,Giardia kill
Cc1ccc(C(=O)NCCCNC(=O)c2ccccc2F)cn1,7%,3%,0%,8,1,0,-2%,-0.4%,-4,1%,-15
COc1ccc(OC)c(C(=O)CSc2nnc(-c3cccs3)n2C)c1,-11%,3%,2%,-3,-2,-4,-3%,0.2%,-15,0%,-9

Results, from the first entry:
SMILES,Menin-MLL TR inh,USP2a inh,PKM2 act,KCNH2 3.1 block,FBPA coupling cs,TRPV1 agonist,CXXC DNA block,B2AR arrestin,hERG WT inh,GALK inh,Giardia kill
Cc1ccc(C(=O)NCCCNC(=O)c2ccccc2F)cn1,7%,3%,0%,8,1,0,-2%,-0.4%,-4,1%,-15
COc1ccc(OC)c(C(=O)CSc2nnc(-c3cccs3)n2C)c1,-11%,3%,2%,-3,-2,-4,-3%,0.2%,-15,0%,-9
CCN(CC(=O)NCc1cccs1)C(=O)c1cccc(S(=O)(=O)N(C)C)c1,.,4%,.,-13,.,.,.,-0.6%,9,.,7
Cc1ccc(CCC(=O)Nc2ccc(CC(=O)O)cc2)o1,-25%,-2%,6%[11.5 µM],8,1,3,1%,-0.2%,-3,-7%,-8
O=C(Nc1cc(C(F)(F)F)ccc1N1CCOCC1)c1ccc(Cl)nc1,.,0%,-9%,0,-11,-5,6%,0.1%,8,-2%,-9
Cc1ccc2[nH]c(=O)c3cc(C(=O)NC(C)C)sc3c2c1,-9%,1%,.,13,-3,-1,7%,-0.3%,-3,-2%,7
CCCc1c(NC(=O)Nc2ccc(F)cc2)cnn1-c1ccc(Cl)cc1,.,0%,4%,12,1,?,2%,-0.2%,1,0%,-5
COc1ccc(NC(=O)Nc2c[nH]c(=O)[nH]c2=O)cc1OC,12%,-1%,.,1,-2,-5,25%,-0.2%,-4,0%,17
CCn1ncc(S(=O)(=O)NCc2ccccc2Cl)c1C,-2%,1%,6%,-2,2,2,-4%,-0.2%,-2,-7%,32[activator]
CCOCCCNc1nc2c(C)cccn2c(=O)c1/C=C1\SC(=S)N(C(C)CC)C1=O (stereo not given),.,19%,-9%,-37,-7,15,?,-0.7%,-21,.,4
CN(C)c1nc(N(C)C)nc(N2CC(=O)N(c3ccccc3)C2=N)n1,-7%,1%,2%,4,2,2,-5%,-0.4%,-5,-3%,-2
CC(=O)Nc1nc2c(c3c1c(=O)oc1ccccc13)CCCC2,2%,2%,0%,.,1,-2,1%,-0.3%,.,-1%,.
CC1CCC2(CC1)NC(=O)N(CC(=O)c1ccc(Cl)s1)C2=O (stereo not given),.,-1%,-14%,-8,.,1,4%,-1.0%,-10,6%,1
CS(=O)(=O)c1ccc(Cl)c(NC(=O)COC(=O)/C=C/c2cnc3ccccc3n2)c1,.,7%,3%,-30,2,2,0%,-0.4%,9,-3%,-12
OCC#CCSc1nnc(-c2ccccc2Br)o1,0%,0%,-2%,16,2,1,11%,-0.3%,-12,0%,2

Full records from above. Order of screens: Menin-MLL TR inh, USP2a inh, PKM2 act, KCNH2 3.1 block, FBPA coupling cs, TRPV1 agonist, CXXC DNA block, B2AR arrestin, hERG WT inh, GALK inh, Giardia kill
Cc1ccc(CCC(=O)Nc2ccc(CC(=O)O)cc2)o1 is entered as -25%, -2%, 6%[11.5 µM], 8, 1, 3, 1%, -0.2%, -3, -7%, -8
Cc1ccc(C(=O)NCCCNC(=O)c2ccccc2F)cn1 is entered as 7%, 3%, 0%, 8, 1, 0, -2%, -0.4%, -4, 1%, -15

Next section
SMILES,Menin-MLL TR inh,USP2a inh,PKM2 act,KCNH2 3.1 block,FBPA coupling cs,TRPV1 agonist,CXXC DNA block,B2AR arrestin,hERG WT inh,GALK inh,Giardia kill
O=C(COc1ccccc1)Nc1ccc(Cl)cc1Cl,-6%,0%,-6%,.,1,6,8%,-0.2%,.,4%,.
CCC1(CC)NC(=O)N(CC(=O)Nc2cccc3ccccc23)C1=O,.,2%,.,8,.,.,.,0.2%,4,.,1
O=C(Nc1cccc(Cl)c1)Nc1ccc2c(c1)OCO2,?,0%,0%,-3,-5,7,0%,-0.1%,2,-2%,16
COc1ccc(S(=O)(=O)CCC(=O)Nc2c(C)cccc2C)cc1,-7%,0%,.,8,1,-3,10%,-0.3%,.,3%,-23
CCCCCCc1ccc(OC(=O)c2ccncc2)cc1,-16%,0%,.,3,-1,1,36%,-0.5%,3,.,9
N#C/C(=C\c1cccnc1)C(=O)Nc1ccc(SC(F)F)cc1,32%[activator],1%,.,-10,1,0,-1%,-0.9%,-2,0%,4
CN1CCN(S(=O)(=O)c2ccc3c(c2)OCCO3)CC1,1%,2%,11%,2,3,-2,0%,-0.2%,4,1%,-6
CC(C)n1ncc2c(C(=O)N3CCN(Cc4ccc(Cl)s4)CC3)cc(C3CC3)nc21,.,2%,.,0,.,21,.,-0.2%,14,.,14
CC1(C)CC(=O)C2=C(C1)N(CC1CCCO1)C(=O)C2(NC(=O)c1cccnc1)C(F)(F)F (stereo not given),15%,0%,-5%,11,-5,1,-5%,-2.3%,-13,-3%,-3
Cc1nn(C)cc1CN(C)C(=O)CC12CC3CC(CC(C3)C1)C2,2%,4%,3%,-3,0,?,0%,-0.9%,-7,0%,5
CCn1c(CNc2ccc(OC)cc2)nnc1SCC(=O)c1ccc(OC)cc1,-14%,1%,7%,6,-37*,-2,-8%,0.4%,4,-4%,37[activator]
O=C(COc1ccccc1Cl)N1CCCC1,?,4%,-5%,1,-2,-2,-4%,-1.3%,-6,-1%,2
Cc1ccccc1-n1c(-c2cccnc2)n[nH]c1=S,10%,.,-3%,-15,0,-4,-4%,.,10,-1%,14
CCOC(=O)Cn1c2ccc(C)cc2c2nc(C)sc21,8%,3%,-3%,-1,-1,3,5%,-0.3%,-5,4%,7
CCCC(=O)Nc1ccc(-c2csc(N/N=C\c3ccncc3)n2)cc1,.,0%,4%,-11,-3,-2,-9%,-0.1%,1,2%,?

(next part)
SMILES,Menin-MLL TR inh,USP2a inh,PKM2 act,KCNH2 3.1 block,FBPA coupling cs,TRPV1 agonist,CXXC DNA block,B2AR arrestin,hERG WT inh,GALK inh,Giardia kill
O=C(COc1ccccc1)Nc1ccc(S(=O)(=O)Nc2ncccn2)cc1,-7%,1%,1%,5,4,2,10%,0.1%,19,2%,-22
CC(=O)Nc1ccc(NC(=O)COC(=O)c2c3c(nc4ccccc24)CCN(Cc2ccccc2)C3)cc1,15%,0%,8%,5,0,27,30%,-1.1%,4,2%,20
COc1ccc(CCC(=O)NCc2cn3ccccc3n2)cc1,.,10%,-1%,6,0,7,-3%,-0.4%,3,0%,-3
CCOc1ncccc1C(=O)N(C)CC1COc2ccccc2O1 (stereo not given),.,3%,-1%,-4,2,1,-6%,0.0%,-19,-1%,7
NC(=S)NNC(=O)c1ccccc1,-13%,4%,-4%,7,.,0,4%,-0.9%,-3,-4%,5
O=C(COC(=O)C1=COCCO1)Nc1ccc([N+](=O)[O-])cc1C(F)(F)F,.,2%,.,1,.,-1,.,0.4%,-5,.,-20
O=C1C2CC=C(Cl)CC2C(=O)N1CNc1ccccn1 (stereo not given),.,-2%,0%,4,2,-2,3%,-0.1%,11,-2%,1
CC1CCCCC12NC(=O)N(CC(=O)Nc1ccccc1N1CCOCC1)C2=O (stereo not given),10%,3%,6%,-1,1,0,-4%,0.0%,1,0%,47[activator]
CCOc1ccc(OCc2ccc(C(=O)O)o2)cc1,10%,1%,3%,-4,8,-2,0%,-0.7%,-7,0%,-4
COc1ccc(C(=O)Nc2ccc(N3CCCC3)cc2)cc1,4%,-18%,7%,1,0,?,38%[activator],0.2%,6,3%,-28
COc1ccc(-c2cc(=O)c3ccccc3n2C)cc1,1%,0%,5%,6,0,1,1%,5.0%,-9,0%,13
COc1cc(C(=O)NCC2CCCO2)ccc1OCc1ccc(Cl)cc1 (stereo not given),.,-4%,.,-5,.,27,.,-0.1%,-3,.,5
O=C(CNC(=O)c1cccs1)NCC(=O)OCc1ccc(F)cc1,-6%,0%,0%,20,3,-14,-7%,-0.7%,.,3%,-7
CC(C)(C#N)NC(=O)C1CCCN1S(=O)(=O)c1ccc2ccccc2c1 (stereo not given),-20%,1%,-2%,-28,0,-3,1%,-0.1%,1,0%,21
